# GSK3B inh: human GSK3beta kinase inhibition; GST-GSK3beta kinase, ADP-Glo luminescence, 60 min; stronger effect = lower value; activity score (negative = inhibition), % at 10 µM; 300,000 tested, 0.038% active; AID 2097;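 active = more than half of replicate wells score below -50%, meaning over 50% inhibition versus plate controls; inconclusive = some replicates but at most half score below -50%; inactive = no replicate scores below -50%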;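 also: 0% = median DMSO wells and -100% = median GW8510 positive control wells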
#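 Test system: GST-tagged human GSK3beta kinase, cell-free; evaluation: activity score scaled between in-plate DMSO and GW8510 controls; measured by: ADP-Glo luminescence; incubation: 60 min reaction, RT; benchmarks: DMSO and 20 µM GW8510; reagent: peptide substrate plus 25 µM ATP (final); medium: Tris/MgCl2 kinase buffer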
# GSK3 alpha inh: blocks human GSK-3 alpha kinase | ADP-Glo luminescence, 60 min | inhibition, % at 10 µM | AID 2650 | 320,000 tested, 0.1% active;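 in the data active = inhibition above about 50%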;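 also: GST-tagged GSK-3 alpha with peptide substrate and 25 µM ATP; 0% = DMSO neutral wells and 100% = GW8510 positive control wells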
# HDAC3 inhib: inhibitors of human histone deacetylase 3. recombinant HDAC3, fluorogenic peptide/trypsin coupled, fluorescence. inhibition, % at 8.3 µM. 320,000 tested, 0.15% active. AID 2718; in the data active = inhibition above about 26%, passing the limit was not always enough; inconclusive = no clear call, values can overlap the other calls
# Target sequence (O15379 whole entry, looked up): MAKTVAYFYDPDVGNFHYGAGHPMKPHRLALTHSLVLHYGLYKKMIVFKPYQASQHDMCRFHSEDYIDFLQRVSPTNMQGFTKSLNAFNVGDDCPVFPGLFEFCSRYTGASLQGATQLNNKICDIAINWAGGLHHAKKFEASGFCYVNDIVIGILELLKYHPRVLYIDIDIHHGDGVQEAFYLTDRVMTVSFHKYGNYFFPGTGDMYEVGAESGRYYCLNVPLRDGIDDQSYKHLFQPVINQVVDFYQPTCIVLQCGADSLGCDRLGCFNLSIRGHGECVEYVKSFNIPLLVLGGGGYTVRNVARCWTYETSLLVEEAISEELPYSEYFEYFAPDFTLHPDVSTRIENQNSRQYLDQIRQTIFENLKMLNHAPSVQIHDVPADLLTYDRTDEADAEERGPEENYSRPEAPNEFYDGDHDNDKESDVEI
# RGS4 act: RGS4 potentiation or activation. HEK293 M3R/inducible RGS4, carbachol calcium flux Fluo4; stronger effect = lower value. B-score at 10 µM. 310,000 tested, 0.92% active. AID 463111;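 active = B-score of the integrated calcium signal more than 4 SD below the library mean, with starting fluorescence not abnormally high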;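 also: negative B-score means reduced calcium response which marks RGS4 activation or potentiation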
#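 Detection: kinetic calcium fluorescence imaging with Fluo4-AM dye, 2 µM / Material: HEK293 cells with stable M3R and inducible RGS4 / Schedule: recording 10 s baseline at 1 Hz, 100 s post-agonist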
# PolyA inh: yeast polyadenylation inhibition | S. cerevisiae SKY197-pL101 polyadenylation reporter, beta-gal luminescence; efflux-impaired pdr1/pdr3 knockout yeast; score 100 = 6 SD above DMSO | calls only at 12 µM | 300,000 tested, 0.02% active | AID 1875;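 active = lowest replicate activity score at least 50, where 100 means six control SD above control mean; inconclusive = lowest score under 50 but half or more replicates reach 50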;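 also: yeast exposed to compound for 9 h at 30 °C; higher score means more reporter readthrough which indicates perturbed polyadenylation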
# KCNK9 block: human KCNK9 channel inhibition; Q9NPC2; HEK293 KCNK9, FluxOR thallium flux fluorescence; stronger effect = lower value; B-score at 10 µM; 310,000 tested, 1.2% active;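 active = ratio B-score over 3 SD below the library mean, with starting fluorescence within 5 SD of its mean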;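 also: negative B-score means less thallium flux so channel inhibition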
# Target sequence (Q9NPC2 whole entry, looked up): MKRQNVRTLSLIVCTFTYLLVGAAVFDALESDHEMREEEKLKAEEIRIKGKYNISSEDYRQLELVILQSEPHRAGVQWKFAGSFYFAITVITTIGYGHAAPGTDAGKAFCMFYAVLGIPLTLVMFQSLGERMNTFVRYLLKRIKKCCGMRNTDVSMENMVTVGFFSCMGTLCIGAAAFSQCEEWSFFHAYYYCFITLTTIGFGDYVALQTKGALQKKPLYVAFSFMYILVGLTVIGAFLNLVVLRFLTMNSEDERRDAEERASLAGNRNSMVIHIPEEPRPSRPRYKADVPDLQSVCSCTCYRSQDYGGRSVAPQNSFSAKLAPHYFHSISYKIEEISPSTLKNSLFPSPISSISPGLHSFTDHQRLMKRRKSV
# DYRK1A inh: blocks rat Dyrk1A kinase activity; Q63470; 310,000 tested, 0.43% active; ADP-Glo luminescence, NFATc1 peptide; inhibition, % at 12.5 µM; in the data active = inhibition above about 50%;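 also: plate controls were vehicle with enzyme for no effect and no enzyme for full effect; many of its hits are not listed in these tables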
# KCNQ1 block: inhibitors of human KCNQ1 potassium channel; P51787; CHO-K1 KCNQ1, FluxOR thallium flux fluorescence; stronger effect = higher value; B-score at 10 µM; 310,000 tested, 1.3% active; AID 2642;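 active = compounds whose thallium flux B-score, printed positive for inhibition, exceeds three library SD while starting fluorescence stays within three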;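 also: channel opened by potassium depolarization with thallium stimulus after 20 min compound exposure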
# KCNK3 block: human KCNK3 channel inhibition, primary screen. O14649. CHO-KCNK3 thallium flux, FluxOR fluorescence; stronger effect = lower value. B-score at 10 µM. 340,000 tested, 0.84% active;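 active = B-score under library mean minus 4 SD, starting fluorescence ratio at most library mean plus 5 SD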;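 also: more negative B-score means stronger inhibition of thallium flux through KCNK3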
# KCNQ1 pot: potentiators or activators of human KCNQ1 potassium channel. B-score at 10 µM. 310,000 tested, 0.35% active. CHO-K1 KCNQ1, thallium flux FluxOR fluorescence; stronger effect = higher value. P51787;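 active = fluorescence ratio B-score, a plate-corrected score, at least three library SD, with initial intensity B-score within 5 SD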
#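 Schedule – 37 °C overnight plating, 90-min dark dye load, 20-min compound pretreatment · System – stable KCNQ1 CHO-K1 line · Probe or stimulus – thallium- and potassium-containing depolarizing buffer · Measured by – kinetic FluxOR fluorescence, 10 s baseline plus 110 s post-stimulus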
# hERG rescue: hERG (human) protection from proarrhythmic block. activation (rescue from dofetilide block), less the hit threshold, % at 10 µM. 310,000 tested, 0.51% active. CHO-hERG, FluxOR thallium flux, dofetilide IC70 present;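 active = activation above the mean of controls blocked by dofetilide plus 5 SD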;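 also: thallium influx through hERG after potassium depolarization seen as dye fluorescence rise; in these data hits start at about 4.7%; inactives centre near -7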
# * = called active by the depositor; i = inactive; u = inconclusive; x = no result given.
No. | compound | GSK3B inh | GSK3 alpha inh | HDAC3 inhib | RGS4 act | PolyA inh | KCNK9 block | DYRK1A inh | KCNQ1 block | KCNK3 block | KCNQ1 pot | hERG rescue
1 | O=C(NCCNC1CCCCC1)c1ccco1 | 0.8 | -1.6 | -1.4 | i | i | i | -5.2 | i | i | i | -4.2
2 | Cc1ccc(C(=O)NC(=S)Nc2cccc(-c3nc4ccccc4s3)c2)cc1 | -4.0 | -2.1 | -1.4 | i | i | i | -1.0 | i | i | i | -10.2
3 | CC(=O)Nc1ccc(OCC(O)CN2C(C)(C)CC(O)CC2(C)C)cc1 (configuration not stated) | 7.8 | -0.7 | 4.0 | i | i | i | -1.2 | i | i | i | -2.5
4 | COc1ccc(CNC(=O)CCNS(=O)(=O)c2ccc(Br)s2)cc1 | 1.9 | -3.1 | 6.3 | i | i | i | 7.0 | i | i | i | -1.8
5 | CCCCN(Cc1ccccc1)C(=O)C1CCN(S(=O)(=O)c2c(C)noc2C)CC1 | 1.8 | -2.8 | 8.2 | i | i | i | 3.1 | i | i | i | -7.0
6 | Cc1nn(C)cc1S(=O)(=O)N1CCN(Cc2ccc(F)cc2Cl)CC1 | 0.1 | -2.8 | 2.9 | i | i | i | -0.5 | i | i | i | -2.5
7 | Cc1ccccc1NC(=O)CSc1nc(N)c(C#N)cc1C#N | 3.0 | -1.7 | 1.2 | i | i | i | -0.2 | i | i | i | -4.3
8 | Cc1ccc(-n2nnc(-c3cnc4ccccc4c3)n2)cc1 | -1.5 | -0.3 | -4.0 | i | i | i | -3.6 | i | i | i | -3.7
9 | CC(C)CCNC(=O)C(c1ccco1)N(Cc1ccc(F)cc1)C(=O)c1snc(C(N)=O)c1N (configuration not stated) | -1.6 | 1.3 | -0.1 | i | i | i | 26.0 | i | i | i | -11.0
10 | CCCCOc1ccc(CSCCN)cc1Cl | -0.6 | -1.1 | 2.3 | i | i | i | x | 6* | i | i | -14.3
11 | COCCN1C=C2C(=O)C(C)(OC(=O)c3cccs3)C(=O)C=C2C=C1CCCC(=O)OC (configuration not stated) | 0.9 | -1.4 | 3.7 | i | i | i | 5.5 | i | i | i | -8.8
12 | O=C(CCc1nnc2ccc(NCc3ccco3)nn12)N1CCN(c2ccccc2)CC1 | -0.2 | 1.9 | 1.5 | i | i | i | 0.2 | i | i | i | -12.9
13 | CCN(CC)S(=O)(=O)N1CCN(S(=O)(=O)N2CCOCC2)CC1 | -1.6 | -3.1 | 0.8 | i | i | i | -4.9 | i | i | i | -10.1
14 | C/C(=C\C(=O)c1ccc(C)cc1)Nc1cccc(O)c1 | 1.1 | -1.4 | -3.8 | i | i | i | -0.2 | i | i | i | -10.2
15 | NS(=O)(=O)c1ccc(CNC(=O)c2ccc(NS(=O)(=O)c3ccc4[nH]c(=O)[nH]c4c3)cc2)cc1 | 1.4 | -1.3 | 2.8 | i | i | i | 14.4 | i | i | i | -9.0
16 | O=C1CN(C(=O)/C=C/c2ccccc2)CCN1 | -6.2 | -1.5 | 3.4 | i | i | i | -2.8 | i | i | i | 3.4
17 | CCOC(=O)CN(C(=O)COc1nc(-c2ccccc2)cc(C)c1C#N)c1ccccc1C | 2.6 | 3.9 | -10.0 | i | i | i | x | i | i | i | -10.9
18 | CCCCCc1nc2ccccc2c(=O)n1N | -0.7 | -8.2 | 8.2 | i | i | i | -5.7 | i | i | i | -7.9
19 | CC1(C)Cc2c(sc3ncn4nc(CCC(=O)O)c(=O)nc4c23)CO1 | 1.6 | 0.4 | 13.2 | i | i | i | 2.1 | i | i | i | -3.0
20 | COc1cccc(/C=N/NC(=O)CCCC(=O)Nc2ccc(Br)cc2)c1 | 0.5 | x | x | i | i | i | 1.5 | i | i | i | -1.5
21 | COC(=O)c1c(N)c(C#N)c2n1CCCCC2 | -1.1 | 0.7 | 0.6 | i | i | i | 1.7 | i | i | i | -9.8
22 | CCOc1ccccc1C(=O)Nc1nn[nH]n1 | 4.6 | -0.3 | -7.5 | i | i | i | 4.3 | i | i | i | -10.3
23 | COc1ccccc1C(=O)Nc1ccc(S(=O)(=O)N2CCCCC2)cc1 | -1.4 | 2.0 | 6.6 | i | i | i | 9.5 | i | i | i | -5.8
24 | CCCS(=O)(=O)N1CCCC(C(=O)N2CCN(c3ccccn3)CC2)C1 (configuration not stated) | 1.6 | -4.7 | -5.3 | i | i | i | 3.1 | i | i | i | -2.4
25 | CCc1cc(-c2n[nH]c(C)c2Oc2ccc(C(C)C)cc2)c(O)cc1O | 0.0 | 4.5 | 2.4 | i | i | i | -1.0 | i | i | i | -12.3
26 | COc1ccc(-c2cc(C(=O)Nc3cccc(C(C)=O)c3)no2)cc1 | 2.4 | x | x | i | i | i | -14.8 | i | i | i | -13.8
27 | O=C(COC(=O)CCc1nc2ccccc2n1-c1ccccc1)Nc1ccc(N2CCCCC2)cc1 | 1.7 | x | x | i | i | i | 7.2 | i | i | i | -7.3
28 | Cc1cc(-c2nc(C)c(C(=O)NNC(=O)NC(C)C)s2)no1 | -0.1 | -1.0 | 6.1 | i | i | i | 7.7 | i | i | i | -3.2
29 | Cc1c(-c2ccccc2)nc2ccccc2c1C(=O)Nc1ccncc1 | -2.1 | -1.8 | 2.8 | i | i | i | 4.3 | i | i | i | -3.3
30 | O=C(CN1C(=O)S/C(=C\c2ccccc2)C1=O)Nc1cc([N+](=O)[O-])ccc1O | 1.2 | 7.0 | 11.2 | i | i | i | 23.4 | 8* | i | i | -7.0
31 | CCOc1cc(C2NC(=O)CCC2[N+](=O)[O-])cc(Br)c1OC (configuration not stated) | -1.1 | -1.4 | 9.1 | i | i | i | -4.0 | i | i | i | -3.8
32 | CCCOc1ccc(-c2nnc(-c3cccs3)o2)cc1 | 0.5 | 1.1 | -27.1 | i | i | i | -1.5 | i | i | i | -2.8
33 | Cc1cccc2c(CC(=O)Nc3ccccc3)noc12 | -6.1 | -1.1 | 2.6 | i | i | i | -11.9 | i | i | i | -0.4
34 | O=C(NCCCN1CCCC1=O)c1cc(=O)c2ccccc2o1 | 4.9 | 0.3 | 0.5 | i | i | i | -6.8 | i | i | i | -12.3
35 | C=CCn1c(SCC(=O)N2CCc3ccccc3C2)nc2ccccc2c1=O | -0.9 | 19.4 | -4.9 | i | i | i | 1.5 | i | i | i | -17.5
36 | CC(=O)c1c(COC(=O)c2cccc(C)c2)nc2ccccc2[n+]1[O-] | 0.3 | -0.6 | -9.2 | i | i | i | x | i | i | i | -6.3
37 | Fc1ccccc1CSc1ncnc2c1oc1ccccc12 | 2.6 | -2.3 | -4.8 | i | i | i | -4.8 | i | i | i | -7.2
38 | COc1cc(/C=N/NC(=O)CCC(=O)Nc2ccc(C)cc2)ccc1O | 1.3 | -1.3 | -3.5 | i | i | i | -0.5 | i | i | i | -4.8
39 | Cc1[nH]c2ccccc2c1C(=O)C(C)OC(=O)c1ccc(NC(=O)CC#N)cc1 (configuration not stated) | 1.8 | 5.5 | 3.6 | i | i | i | 7.9 | i | i | i | -10.8
40 | Cc1nn(CC(C)C)c(Cl)c1C(=O)N(c1ccc(Cl)cc1F)S(C)(=O)=O | -0.4 | 1.5 | 2.8 | i | i | i | 1.4 | i | i | i | -5.3
41 | Cc1cc2c(N)cccc2nn1 | 0.2 | -0.7 | u | i | i | i | 14.9 | i | i | i | -16.8
42 | COc1ccc(C(=O)N2CCc3cc(OC)c(OC)cc3C2)cc1OC | 3.0 | -1.1 | 5.5 | i | i | i | -4.3 | i | i | i | -1.0
43 | COc1ccc(CC(=O)Nc2ccc(S(=O)(=O)Nc3nccc(C)n3)cc2)cc1 | 3.7 | 1.1 | 2.8 | i | i | i | 1.9 | i | i | i | -6.6
44 | Cc1cc(C(=O)N2CCN(S(=O)(=O)c3ccccc3F)CC2)c(C)o1 | 2.4 | 0.2 | 1.7 | i | i | i | -1.4 | i | i | i | -5.4
45 | Oc1c(C=NCc2ccccc2)sc2ccccc12 | 0.6 | -1.2 | 2.7 | i | i | i | 18.0 | i | i | i | -13.2
46 | Cc1cc(C)cc(N(C(C)C(=O)Nc2c(C)n(C)n(-c3ccccc3)c2=O)S(C)(=O)=O)c1 (configuration not stated) | -0.8 | 1.0 | -6.2 | i | i | i | 1.6 | i | i | i | -10.3
47 | O=C(Cc1nc(-c2ccc([N+](=O)[O-])cc2)cs1)Nc1ccccc1 | 2.7 | -2.1 | 7.5 | i | i | i | 0.5 | i | i | i | -4.2

# Part of the list above, in transposed form.
38: COc1cc(/C=N/NC(=O)CCC(=O)Nc2ccc(C)cc2)ccc1O
39: Cc1[nH]c2ccccc2c1C(=O)C(C)OC(=O)c1ccc(NC(=O)CC#N)cc1 (configuration not stated)
40: Cc1nn(CC(C)C)c(Cl)c1C(=O)N(c1ccc(Cl)cc1F)S(C)(=O)=O
41: Cc1cc2c(N)cccc2nn1
42: COc1ccc(C(=O)N2CCc3cc(OC)c(OC)cc3C2)cc1OC
43: COc1ccc(CC(=O)Nc2ccc(S(=O)(=O)Nc3nccc(C)n3)cc2)cc1
44: Cc1cc(C(=O)N2CCN(S(=O)(=O)c3ccccc3F)CC2)c(C)o1
45: Oc1c(C=NCc2ccccc2)sc2ccccc12
46: Cc1cc(C)cc(N(C(C)C(=O)Nc2c(C)n(C)n(-c3ccccc3)c2=O)S(C)(=O)=O)c1 (configuration not stated)
47: O=C(Cc1nc(-c2ccc([N+](=O)[O-])cc2)cs1)Nc1ccccc1
Compound	38	39	40	41	42	43	44	45	46	47
GSK3B inh	1.3	1.8	-0.4	0.2	3.0	3.7	2.4	0.6	-0.8	2.7
GSK3 alpha inh	-1.3	5.5	1.5	-0.7	-1.1	1.1	0.2	-1.2	1.0	-2.1
HDAC3 inhib	-3.5	3.6	2.8	u	5.5	2.8	1.7	2.7	-6.2	7.5
RGS4 act	i	i	i	i	i	i	i	i	i	i
PolyA inh	i	i	i	i	i	i	i	i	i	i
KCNK9 block	i	i	i	i	i	i	i	i	i	i
DYRK1A inh	-0.5	7.9	1.4	14.9	-4.3	1.9	-1.4	18.0	1.6	0.5
KCNQ1 block	i	i	i	i	i	i	i	i	i	i
KCNK3 block	i	i	i	i	i	i	i	i	i	i
KCNQ1 pot	i	i	i	i	i	i	i	i	i	i
hERG rescue	-4.8	-10.8	-5.3	-16.8	-1.0	-6.6	-5.4	-13.2	-10.3	-4.2

# An excerpt. The share of hits here may be higher or lower than overall.
